Source: PubChem BioAssay
Rhodamine fluor: rhodamine region autofluorescence. Rhodamine-region fluorescence, 547/598 nm, Tris buffer; hits give high values. max dye-equivalent concentration, M. actives 0.05% (n = 59,000); in the data active = max dye-equivalent concentration above about 11 nM; inconclusive = between about 1.1 nM and that limit
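qHTS spectral profiling of compounds without any target or enzyme present, in pH 8.0 Tris buffer; plates were read after a 15-minute room-temperature incubation using the rhodamine-region filter set.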
CRE Fsk mod: alters forskolin-stimulated CRE reporter signaling in CHO cells; CHO CRE-bla reporter (cAMP response element driving beta-lactamase), forskolin EC10, beta-lactamase ratio; Potency, µM (highest dose often 38.2 µM), for inactives: at the highest dose activity change, negative = inhibition, most hits filed as activators; actives 2.5% (n = 71,000); AID 662; active = well fitted activation curve with a large enough effect in the signal ratio, with a control signal flat, not every such curve was filed as active; inconclusive = small, poorly fitted or top-dose-only effect, or effect the other way, or a change in a side signal; the % refers to the signal ratio; also: potency is read from the fitted curve at half-maximal effect; % of control where 0% means no effect
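Forskolin analogue NKH 477 at EC10 stimulated CRE-driven beta-lactamase in CHO cells alongside compound dilution series. Beta-lactamase was measured with CCF4, excitation 405 nm, emission ratio 460/530 nm.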
Tau fil binding: tau filament binding | AID 596 | recombinant tau filaments, thioflavin S fluorescence, 15 h; filaments grown with octadecylsulfate alongside compound | actives 2% (n = 71,000) | P10636 | Potency, µM (highest dose often 57.1 µM), for the others: at the highest dose activity change, negative = inhibition;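 also: potency is read from the fitted curve at half-maximal effect; % is scaled to controls: 0 for no effect and ±100 for the full control effect; actives lower thioflavin S fluorescence by blocking filaments or displacing dye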
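Read-out: ThS fluorescence, 450 nm excitation/510 nm emission; lower signal marks blocked filament formation or displaced dye. Tau at 1 uM with 30 uM ODS, 10 uM ThS, 5 mM DTT, 100 mM NaCl, 10 mM HEPES pH 7.4; 15 h, 37 C.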
Pol III holo inh: blocks replication by bacterial DNA polymerase III holoenzyme; AID 603; Potency, µM (highest dose often 57.1 µM), for the others: at the top dose activity change, negative = inhibition; reconstituted DNA polymerase III holoenzyme replication, biochemical; actives 0.25% (n = 71,000); also: potency is read from the fitted curve at half-maximal effect; % is scaled to controls: 0 for no effect and ±100 for the full control effect
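Reconstituted *E. coli* holoenzyme (0.35 nM Pol III, 1 nM beta, 154 nM SSB, 2 nM primase) was preincubated with compound for 15 min at RT. Synthesis on 1.4 nM ssM13Gori ran 35 min, then was stopped with PicoGreen/EDTA and read as dsDNA fluorescence.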
ERK AVP inh: inhibitors of vasopressin-stimulated ERK signaling pathway | HEK293-V1b, vasopressin-stimulated pERK AlphaScreen | Potency, µM (doses to about 57.5 µM), without a hit: at the highest dose activity, negative = inhibition, usual class: inhibitors | actives 0.99% (n = 72,000) | AID 995; also: potency is read from the fitted curve at half-maximal effect; % is scaled to controls: 0 for no effect and ±100 for the full control effect; nearly all actives have a fitted effect of over 55% in size
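qHTS, compounds titrated on V1b-expressing HEK293 cells. Preincubation 30 min at 37C, vasopressin 25 nM for 5 min, lysis 10 min, bead incubation 5 hr at room temperature.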
Hsp90 Hop PPI: changes Hsp90-Hop TPR2A binding signal, up or down. actives 0.44% (n = 71,000). Potency, µM (highest dose often 57 µM), inactives show at the highest dose activity change, negative = inhibition. AlphaScreen TPR2A-His6 binding biotin-Hsp90 C-terminal peptide. AID 595; active = well fitted curve in either direction with a large enough effect; inconclusive = small, poorly fitted or top-dose-only effect, or another doubt; also: potency is read from the fitted curve at half-maximal effect; % is scaled to controls: 0 for no effect and ±100 for the full control effect; many of its hits are not listed in these tables
HBB splicing: hemoglobin beta splicing modulation. HBB splicing reporter cell assay, activation; EGFP reporter with mutant IVS2-654 intron; response scale: normalised to 500 nM splice-correcting PNA. Potency, µM (series often up to 46.1 µM), for the others: at the highest dose activation, usual class: activators. actives 0.06% (n = 65,000). AID 925; also: potency is read from the fitted curve at half-maximal effect; 0% is about no effect
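HeLa cells stably expressing EGFP interrupted by mutant beta-globin intron 2 (IVS2-654), 500/well in 2% FCS. Treated with compound for 2 days at 37C. Splicing correction scored as total well GFP intensity (488 nm excitation, 500-520 nm emission); 500 nM antisense PNA served as control.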
ALOX15 inhib: 15-hLO (ALOX15) enzyme inhibition; P16050; purified 15hLO-1, xylenol orange hydroperoxide absorbance; actives 1.4% (n = 74,000); Potency, µM (highest dose often 57.1 µM), for the others: at the highest dose activity change, negative = inhibition, most hits filed as inhibitors; also: potency is read from the fitted curve at half-maximal effect; % is scaled to controls: 0 for no effect and ±100 for the full control effect; nearly all actives have a fitted effect of over 55% in size
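Purified human 15hLO-1 (40 nM) in 25 mM Hepes pH 7.5, 0.01% Triton X-100, preincubated 15 min RT with compound, then 50 uM arachidonic acid for 6 min. Hydroperoxide read by ferrous/xylenol orange, 30 min; 573/405 nm absorbance ratio gave progress.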
Texas Red fluor: Texas Red region autofluorescence | actives 0.06% (n = 59,000) | Compound fluorescence, Texas Red channel, 547/618 nm; hits give high values | max dye-equivalent concentration, M | AID 587; in the data active = max dye-equivalent concentration above about 10 nM; inconclusive = between about 1.1 nM and that limit
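Compound titrations in 100 mM Tris pH 8.0 were incubated 15 min at room temperature and read at 547 nm excitation / 618 nm emission. Texas Red six-point standard curve on each plate converted fluorescence to dye-equivalent concentration.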
Luciferase inh: firefly luciferase inhibition. purified firefly luciferase, luminescence, 8 min. Potency, µM (doses to about 57.1 µM), inactives show at the top dose activity change, negative = inhibition, usual class: inhibitors. actives 2.2% (n = 72,000); also: potency is read from the fitted curve at half-maximal effect; % is scaled to controls: 0 for no effect and ±100 for the full control effect; nearly all actives have a fitted effect of over 40% in size
Target sequence (P08659 whole entry, looked up): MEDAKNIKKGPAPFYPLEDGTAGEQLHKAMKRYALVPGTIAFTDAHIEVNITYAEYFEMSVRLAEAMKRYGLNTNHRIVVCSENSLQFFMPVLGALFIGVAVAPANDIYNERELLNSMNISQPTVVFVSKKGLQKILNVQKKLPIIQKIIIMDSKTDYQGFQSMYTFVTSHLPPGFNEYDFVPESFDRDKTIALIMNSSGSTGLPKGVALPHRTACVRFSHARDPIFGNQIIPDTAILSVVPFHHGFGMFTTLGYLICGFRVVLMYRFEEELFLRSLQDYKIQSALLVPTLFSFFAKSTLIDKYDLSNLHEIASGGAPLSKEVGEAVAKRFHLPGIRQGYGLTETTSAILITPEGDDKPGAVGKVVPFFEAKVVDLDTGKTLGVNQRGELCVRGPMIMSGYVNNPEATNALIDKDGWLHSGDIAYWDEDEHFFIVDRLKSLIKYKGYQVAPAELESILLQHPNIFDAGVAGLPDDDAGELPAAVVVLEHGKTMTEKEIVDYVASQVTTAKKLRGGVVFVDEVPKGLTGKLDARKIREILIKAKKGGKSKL
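Luminescence read-out after 8 min at room temperature; enzyme reaction used luciferin plus 10 uM ATP (linear range) in imidazole buffer pH 7.2 with KCl, MgCl2, Tween 20 and BSA. Each sample was run as a titration.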
HADH2 inhib: blocks human hydroxyacyl-CoA dehydrogenase type II; actives 3.4% (n = 73,000); Potency, µM (highest dose often 57.1 µM), inactives show at the highest dose activity change, negative = inhibition, actives largely listed as inhibitors; recombinant HADH2, NADH fluorescence, beta-hydroxybutyryl-CoA; Q99714; also: potency is read from the fitted curve at half-maximal effect; % is scaled to controls: 0 for no effect and ±100 for the full control effect; nearly all actives have a fitted effect of over 60% in size; many of its hits are not listed in these tables
Target sequence (Q99714 whole entry, looked up, one chain of several): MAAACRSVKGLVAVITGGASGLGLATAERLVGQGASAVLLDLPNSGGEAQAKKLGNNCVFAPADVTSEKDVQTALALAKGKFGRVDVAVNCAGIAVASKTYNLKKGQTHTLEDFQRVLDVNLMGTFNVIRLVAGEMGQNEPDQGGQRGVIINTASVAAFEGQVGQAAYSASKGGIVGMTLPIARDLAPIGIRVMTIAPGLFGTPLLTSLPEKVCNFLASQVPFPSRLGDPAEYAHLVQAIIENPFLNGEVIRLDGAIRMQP
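Activity measured as NADH fluorescence gain (360/450 nm), taken as the change between first and last reads of a 4-min kinetic run. Conditions: pH 9.0 Tris buffer, 20 nM E. coli-expressed His-tagged enzyme, 1 mM NAD+, 90 uM beta-hydroxybutyryl-CoA; 15-min compound preincubation.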
* marks the source's active call; other numbers are inactive results; i = inactive; u = inconclusive; x = no result given; [ ] = another dose, or the depositor's remark. Unless noted, calls follow the shape of the dose curve; as a rule, active = well fitted curve in the direction sought with a large enough effect; inconclusive = small, poorly fitted or top-dose-only effect, or another doubt; inactive = no such curve, though single readings can be large; an effect the other way counts as inactive or inconclusive. The list is partial, so the mix of outcomes need not match the whole.

SMILES	Rhodamine fluor	CRE Fsk mod	Tau fil binding	Pol III holo inh	ERK AVP inh	Hsp90 Hop PPI	HBB splicing	ALOX15 inhib	Texas Red fluor	Luciferase inh	HADH2 inhib
O=C(CN1CCN(CCOCCO)CC1)N1c2ccccc2Sc2ccc(Cl)cc21	i	-17%	-13%	0%	12%	-7%	-0.2%	9%	i	1%	14%
O=C(CN1CCN(c2ccc(Cl)cc2)CC1)Nc1ccc(F)cc1	i	5%	-7%	-1%	-18%	-2%	-1.4%	-5%	i	3%	4%
CC1CC(C)CN(CC(C)(C)NS(=O)(=O)c2ccccc2)C1 (stereo not given)	i	-2%	-3%	-4%	10%	0%	0.0%[57.5 µM]	5%	i	2%	-2%
Cc1ccc(-n2ncc(C(=O)N3CCc4ccccc4C3)c2NC(=O)c2ccco2)cc1C	i	-12%	312%	-1%	-20%	4%	-0.2%	-11%	i	5%	9%
O=C1C2CCCN2C(c2ccccc2)N1c1cccc(Cl)c1 (stereo not given)	x	-5%	-17%	1%	-29%	0%	-0.8%	4%	x	1%	10%
N#Cc1nc(-c2ccco2)oc1N1CCCC1	i	u	2%	2%	-25%	-7%	0.8%[0.369 µM]	4%	i	6%	3.2µM*
CCOC(=O)c1ccccc1NS(=O)(=O)c1ccc(S(=O)(=O)N2CCCC2)cc1	i	2%	10%	-3%	6%	8%	-0.3%[57.5 µM]	3%	i	6%	-7%
CCc1ccc(S(=O)(=O)c2n[nH]n3c2nc(=O)c2ccccc23)cc1	i	u	2%	1%	16%	-3%	-0.3%	-2%	i	3%	25µM*
CCOC(=O)N1CCC(N2C(=O)c3ccccc3C2Nc2ccc3c(C)cc(=O)oc3c2)CC1 (stereo not given)	x	u	-15%	2%	-7%	4%	-0.7%	-10%	x	0%	84%[activator]
CNC(=O)c1nnc(Cc2ccc(F)cc2)o1	x	3%	-4%	-4%	-6%	-1%	-0.4%	0%	x	-1%	3%
CCCn1cc(S(=O)(=O)CC(=O)Nc2ccc(OCC)cc2)c2ccccc21	i	-12%	1%	-3%	44%[activator]	-5%	-0.3%	-8%	i	-1%	2%
CCOC(=O)c1sc(NC(=O)CSc2ncn[nH]2)c(C#N)c1C	i	u	-28%	-5%	-23%	-8%	-0.9%	4%	i	2%	-25%
CC(=O)NCCc1cc2cc(C)c(C)cc2[nH]c1=O	i	2%	3%	1%	7%	0%	1.5%	9%	u	-1%	-8%
COC(=O)c1[nH]c(C)c(/C(O)=C2\C(=O)C(=O)N(CCN(C)C)C2c2ccc(OC)cc2)c1C (stereo not given)	i	u	13%	2%	-6%	-4%	0.2%[57.5 µM]	3%	u	3%	-6%
Cc1cccc2cc(CN(Cc3nnnn3C3CCCC3)C3CCCCC3)c(=O)[nH]c12	i	6%	0%	-9%	-15%	1%	x	1%	i	3%	27%
O=C(NCCN1CCOCC1)c1cccs1	i	8%	0%	-3%	9%	-2%	-3.4%	2%	u	-1%	15%
COc1cc(S(=O)(=O)NCC2CCCO2)c(OC)cc1Cl (stereo not given)	i	-2%	-1%	-4%	-30%	-2%	6.1%	5%	i	3%	-2%
Cc1csc(NC(=O)C2CCCCC2C(=O)O)n1 (stereo not given)	x	2%	7%	-2%	-8%	0%	-0.4%[9.22 µM]	10%	x	-1%	6%
CCn1c(=O)c2cc(C(=O)NCc3cccs3)sc2c2ccccc21	x	u	144%	1%	5%	-4%[2.3 µM]	-0.4%	-7%	x	2%	6%
COc1ccc(CCNC(=O)CN(c2ccccc2OC)S(C)(=O)=O)cc1OC	x	u	-4%[11.4 µM]	2%[11.4 µM]	-15%	-1%[11 µM]	1.6%[0.0738 µM]	-14%[11.4 µM]	x	2%	7%[11.4 µM]
O/N=C(\Cc1cscn1)c1ccc(O)cc1O	i	0%	4%	-1%	-29%	-1%	5.0%	-14%	i	-2%	4%
O=[N+]([O-])c1ccccc1Nc1ccccc1	x	3%	-11%	0%	16µM*	u	0.1%	-10%	x	x	-2%
NC(=O)c1cn(-c2ccccc2)nc1-c1cccnc1	i	6%	8%	-1%	-16%	-4%	-1.9%	2%	i	-1%	-1%
O=C1NC2CCCCC2NC1CC(=O)N1CCN(c2ccccc2)CC1 (stereo not given)	i	-8%	-8%	-1%	-8%	4%	0.0%	8%	i	1%	8%
Cc1csc(NC(=O)c2nc(-c3ccccc3)n(-c3ccccc3)n2)n1	i	-2%	18%	-4%	9%	0%	-0.2%[57.5 µM]	16%	i	7%	-10%
CCCn1[nH]cc(SC)c(=O)c1=O	x	-6%	3%	-2%	-1%	-4%	1.1%	-4%	x	1%	-6%
O=C(c1cc2c(s1)-c1ccccc1OC2)N1CCN(c2ccccn2)CC1	x	u	265%	5%	25µM*	4%	-0.2%	-5%	x	1%	0%
Cc1cc2cc(CN(Cc3ccc4c(c3)OCO4)C(=O)c3cnccn3)c3nnnn3c2cc1C	i	u	22%	-6%	-25%	-1%	0.7%	u	i	1%	0%
O=C(CCS(=O)(=O)c1cccc2nonc12)NCCc1ccccc1	i	u	3%	4%	36%[activator]	0%	-4.2%	13%	i	1%	-10%
O=C(Nc1sc2c(c1C(=O)NC1CCCCC1)CCC2)c1ccco1	i	u	46%	0%	-18%	1%	-1.8%	-12%	i	-1%	u
COC(=O)c1c(NC(=O)CSc2nnc(-c3cccnc3)n2Cc2ccco2)sc(C)c1C	i	u	33%	-1%	-7%	-9%	-0.2%	-3%	i	3%	-5%
O=C1CN(C(=O)c2ccccc2F)c2ccccc2N1	i	29%	-22%	-6%	-16%	-1%	1.7%	-3%	i	1%	-1%
O=C(Cn1cnc2ccccc2c1=O)Nc1ccc2c(c1)CCC2	i	2%	-3%	-6%	-13%	1%	0.5%[57.5 µM]	-4%	i	1%	15%
COCc1nnc(SCC(=O)NCc2ccccc2)n1-c1ccccc1	i	-2%	5%	-3%	u	-2%	0.0%	17%	i	-2%	4%
CCCCCCn1c(CN2CCN(C(=O)OCC)CC2)nc2c1c(=O)n(C)c(=O)n2C	i	u	9%	-2%	-6%	3%	5.7%[1.84 µM]	10%	i	2%	-2%
Cc1ccc(-c2nc(CSCC(=O)NCc3cccnc3)c(C)o2)cc1	i	1%	-4%	-6%	10%	1%	-1.4%	2%	i	-13%	0%
Cc1c(C(=O)O)oc2ccc(S(=O)(=O)NCCC3=CCCCC3)cc12	i	-16%	-8%	4%	-3%	-2%	0.5%[57.5 µM]	-22%	i	0%	u
O=C(CSc1nnc2scc(-c3ccccc3)n12)N1CCCc2ccccc21	i	u	10%	-5%	20%	-2%	x	-1%	i	2%	8%
CCOc1ccccc1C1CC(c2ccccc2)Nc2nc(N)nn21 (stereo not given)	x	9%	-5%	4%	u	-4%[2.3 µM]	0.2%	21%	x	1%	-29%
Cc1cnc(C(=O)Nc2ccccc2-n2cccc2)cn1	i	25%	5%	54%	-23%	-3%	-7.7%	3%	i	-7%	-4%
Cc1ccccc1-n1nnnc1SCc1csc(-c2ccccc2)n1	i	0%	14%	7%	7%	u	-0.4%[57.5 µM]	-13%	i	6%	-15%
Cc1c(C(=O)NCc2cccnc2)oc2ccc(S(=O)(=O)N3CCCCC3)cc12	i	9%	-3%	2%	u	-5%	-1.7%[57.5 µM]	1%	i	1%	-1%
O=C(CN(C(=O)CCC(=O)Nc1ccccn1)c1ccc2c(c1)OCCO2)NCCc1ccccc1	i	5%	-1%	-5%	-5%	-1%	-2.6%	1%	u	-1%	2%
Cc1cccc(Cn2c(N3CCCCC3C)nc3c2c(=O)[nH]c(=O)n3C)c1 (stereo not given)	x	u	1%	-1%	x	2%	-1.1%	-26%	x	-2%	-24%
O=C(c1ccc(NS(=O)(=O)c2cccs2)cc1)N1CCCCC1	i	14%	-11%	2%	-8%	3%	4.5%	-2%	u	1%	-8%
